TIM10 inh – inhibits growth of TIM10 yeast strain | S. cerevisiae TIM10 strain growth, BacTiter-Glo luminescence, 24 h | inhibition, % at 10 µM | hit rate 1.4% among 330,000 | AID 463195;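 active = inhibition of 40% or more at the single tested concentration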;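 note: wild-type TIM10 isogenic control strain grown at permissive 25 °C; 0% = DMSO yeast wells and 100% = minimal medium wells without yeast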
NALP3 yeast inh – NALP3 inhibition in yeast; Yeast reconstituted NLRP3/ASC/caspase-1, beta-gal luminescence, 24 h; inhibition, % at 10 µM; hit rate 0.39% among 330,000;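 active = inhibition of 50% or more; inactive = inhibition below 50%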;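 note: plate controls were induced DMSO wells for no effect and uninduced yeast grown without galactose for full effect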
mIAP inh – blocks mouse intestinal alkaline phosphatase | purified mouse IAP, CDP-Star luminescence, 30 min | inhibition, % at 10 µM | hit rate 0.2% among 330,000 | AID 2806;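 active = inhibition of at least 40% at 10 µM in the primary screen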;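 note: plate controls were DMSO with enzyme for no effect and no enzyme wells for full effect; values of inactives mirror those of a sister screen read the other way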
Apaf-1 inh – blocks human Apaf-1 apoptosome activity; inhibition, % at 20 µM; O14727; AID 489030; reconstituted apoptosome caspase-3 activity, DEVD-Rh110 fluorescence; hit rate 0.71% among 330,000; active = inhibition of at least 40% at 20 µM;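 note: plate controls were DMSO wells for no effect and DEVD-CHO caspase inhibitor wells for full effect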
Target sequence (O14727 whole entry, looked up): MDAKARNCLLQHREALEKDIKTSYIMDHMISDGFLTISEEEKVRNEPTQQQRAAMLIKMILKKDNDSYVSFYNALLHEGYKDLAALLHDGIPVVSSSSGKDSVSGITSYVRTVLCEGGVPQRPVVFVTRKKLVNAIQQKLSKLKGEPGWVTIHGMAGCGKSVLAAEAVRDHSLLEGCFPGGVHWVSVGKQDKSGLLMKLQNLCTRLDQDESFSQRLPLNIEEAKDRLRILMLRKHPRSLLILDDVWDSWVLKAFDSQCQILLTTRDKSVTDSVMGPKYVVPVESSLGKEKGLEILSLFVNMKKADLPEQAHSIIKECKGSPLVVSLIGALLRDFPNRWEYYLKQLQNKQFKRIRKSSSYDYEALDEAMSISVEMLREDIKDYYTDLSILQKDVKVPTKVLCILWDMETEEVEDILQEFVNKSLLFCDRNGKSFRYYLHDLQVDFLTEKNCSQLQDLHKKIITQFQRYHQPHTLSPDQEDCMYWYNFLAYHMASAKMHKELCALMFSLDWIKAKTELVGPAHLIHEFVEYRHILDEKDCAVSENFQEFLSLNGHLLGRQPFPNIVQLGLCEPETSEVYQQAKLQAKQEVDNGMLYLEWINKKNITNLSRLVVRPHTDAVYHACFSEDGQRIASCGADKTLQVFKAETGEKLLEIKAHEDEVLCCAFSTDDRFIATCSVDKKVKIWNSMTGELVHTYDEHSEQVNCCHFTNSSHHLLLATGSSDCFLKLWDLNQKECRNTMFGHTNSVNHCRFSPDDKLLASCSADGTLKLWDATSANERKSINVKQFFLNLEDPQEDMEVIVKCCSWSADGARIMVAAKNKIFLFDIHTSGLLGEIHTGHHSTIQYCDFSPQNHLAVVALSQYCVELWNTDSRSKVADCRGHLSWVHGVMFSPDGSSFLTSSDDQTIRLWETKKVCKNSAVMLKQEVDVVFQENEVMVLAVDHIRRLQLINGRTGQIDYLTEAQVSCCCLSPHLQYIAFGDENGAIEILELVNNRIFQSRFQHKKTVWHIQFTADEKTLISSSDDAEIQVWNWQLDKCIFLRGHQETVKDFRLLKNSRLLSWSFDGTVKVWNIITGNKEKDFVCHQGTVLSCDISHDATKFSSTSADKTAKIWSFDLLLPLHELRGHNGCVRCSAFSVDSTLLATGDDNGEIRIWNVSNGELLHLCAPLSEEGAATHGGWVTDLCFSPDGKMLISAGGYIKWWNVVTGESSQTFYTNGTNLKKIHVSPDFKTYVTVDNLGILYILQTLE
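detection = Rh110 fluorescence intensity | test system = biochemical Apaf-1 apoptosome reconstitution | also added = cytochrome c and DEVD-Rh110 substrate | schedule = 30 min plus 50 min, RT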
mIAP activ – mouse IAP activation; hit rate 0.24% among 330,000; muIAP, CDP-Star luminescence, 30 min; stronger effect = higher value; 1 = vehicle-only enzyme signal, 0 = enzyme-free wells; AID 2805; activation factor at 10 µM;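 active = activation factor of at least 2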; note: the source names both 10 and 20 µM as test concentration; values of inactives mirror those of a sister screen read the other way
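also added = chemiluminescent substrate CDP-Star | test system = mouse IAP enzyme | signal = chemiluminescence readout | compound = DMSO-dissolved test compounds | incubation = 30 min at room temperature | benchmarks = DMSO wells, no-enzyme wells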
tim10-1 inh – growth inhibitors of tim10-1 mutant yeast. inhibition, % at 20 µM. S. cerevisiae tim10-1 ts strain growth, BacTiter-Glo, 24 h. hit rate 2.2% among 330,000. AID 463190;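 active = inhibition of at least 40%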;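 note: mutant grown at 25 °C; 0% = DMSO wells with yeast and 100% = wells holding no yeast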
ATG4B inh – ATG4B (human) cysteine protease inhibition. Q9Y4P1. ATG4B cleavage of LC3-PLA2, NBD-HPC fluorescence, 1 h. inhibition, % at 8.33 µM. hit rate 0.51% among 340,000. AID 504462; in the data active = inhibition above about 40%
hIAP inh – human IAP inhibition; hit rate 0.12% among 330,000; purified IAP, CDP-Star luminescence, 30 min; AID 2544; inhibition, % at 10 µM; P09923;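 active = inhibition reaching a set limit with compound at 10 µM in the primary screen, cut at about 35% in these data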;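 note: plate controls were DMSO wells with enzyme for no effect and no-enzyme buffer wells for full effect; values of inactives mirror those of a sister screen read the other way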
hIAP act – increases human intestinal alkaline phosphatase activity | P09923 | purified human IAP, CDP-Star luminescence, 30 min; stronger effect = higher value; 1 = vehicle-only enzyme, 0 = enzyme-free background | activation factor at 10 µM | hit rate 0.16% among 330,000;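 active = activation factor of the enzyme at least 2-fold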; note: the source names both 10 and 20 µM as test concentration; values of inactives mirror those of a sister screen read the other way
An asterisk follows results filed as active; & = joins results of further samples. Outcome played no part in choosing rows. Share with any hit: about 4.5%.

SMILES	TIM10 inh	NALP3 yeast inh	mIAP inh	Apaf-1 inh	mIAP activ	tim10-1 inh	ATG4B inh	hIAP inh	hIAP act
COc1ccc(C(=O)COC(=O)C(O)c2ccccc2)c(OC)c1 (centres undefined)	-2	25	0	-13	1	6	-6	-4	1
COC(=O)c1cc(C)sc1NC(=O)c1cccnc1	0	32	2	4	0.98	32	10	5	0.95
Cc1snc(S(=O)(=O)/C(C#N)=N/Nc2cccc(C(F)(F)F)c2)c1C#N	-1	11	8	8	0.92	9	-7	9	0.91
C=CCOc1ccc(C=Nc2ccc(OC)cc2)c(O)c1	3	26	-3	6	1	-5	6	-4	1
COc1ccc(OC)c(/C=N/NC(=O)CCc2n[nH]c(=O)[nH]c2=O)c1	-24	5	-8	8	1.1	-2	1	6	0.94
CC1CCCC(C)N1C(=O)C1CCCCC1 (centres undefined)	12	22	-4	-16	1	13	-1	4	0.96
CN(Cc1nc2ccc(F)cc2[nH]1)C(=O)C1CCC(=O)N(C2CC2)C1 (centres undefined)	4	14	-7	8	1.1	6	30	-8	1.1
CCCNC(=O)c1ccc2c(c1)S(=O)(=O)c1ccccc1C2=O	1	17	-2	6	1	-18	3	-3	1
Cc1nc2ccccc2cc1C(=O)Nc1ccccc1Cl	-5	13	0	-4	1	24	3	-10	1.1
CCOC(=O)c1csc(NC(=O)CSc2nnnn2-c2ccc3c(c2)OCCO3)n1	-3	9	3	11	0.97	-3	-10	-13	1.1
CN(Cc1cn[nH]c1-c1cc2ccccc2o1)CC1CCOCC1	-10	1	0	-23	1	7	-27	-40	1.4
Cc1cc(C)n(-c2nc3ccccc3nc2N2CCN(C(=O)c3ccccc3)CC2)n1	2	15	-2	-3	1	34	-2	22	0.78

Only hIAP inh and mIAP activ (2 entries from above):
| SMILES | hIAP inh | mIAP activ |
| --- | --- | --- |
| Cc1snc(S(=O)(=O)/C(C#N)=N/Nc2cccc(C(F)(F)F)c2)c1C#N | 9 | 0.92 |
| C=CCOc1ccc(C=Nc2ccc(OC)cc2)c(O)c1 | -4 | 1 |

The list continues.
SMILES	TIM10 inh	NALP3 yeast inh	mIAP inh	Apaf-1 inh	mIAP activ	tim10-1 inh	ATG4B inh	hIAP inh	hIAP act
NC(=O)CC(NC(=O)Cc1ccc(Cl)cc1)c1ccc(N2CCN(c3ccccn3)CC2)c([N+](=O)[O-])c1 (centres undefined)	10	13	7	7	0.93	-2	3	7	0.93
CC(=O)c1ccc(N2CCCCC2)c(F)c1	-2	12	1	-13	0.99	6	0	-11	1.1
COc1ccc(OC)c(CNC(=O)Cc2c(C(=O)O)[nH]c3ccccc23)c1	9	10	-8	2	1.1	15	-15	0	1
CCc1nnc(NC(=O)CSc2nnc(-c3ccncc3)n2C)s1	1	29	-1	-4	1	11	-14	-9	1.1
C/C(=N\OC(=O)Nc1ccc(Cl)cc1)c1ccc(F)c(F)c1	14	27	-4	23	1	51*	-9	-1	1
O=C(CSc1ncnc2sc3c(c12)CCC3)Nc1ccccc1C(=O)O	-3	-5	0	-17	1	18	19	7	0.93
CCOC(=O)c1sc(NC(=O)COC(=O)CNC(=O)c2ccco2)c(C(=O)OCC)c1C	-24	26	-2	20	1	1	-10	-1	1
O=C(O)c1cc(NS(=O)(=O)c2ccc(NCc3ccccc3)c([N+](=O)[O-])c2)cc(C(=O)O)c1	0	5	1	3	0.99	-2	10	7	0.93
C/C(=N/NC(=O)c1ccc2c(c1)OCCO2)c1ccc([N+](=O)[O-])cc1	-21	8	7	-22	0.93	-16	1	10	0.9
CCOC(=O)CNC(=O)CSc1nnc(NC(=O)c2ccc(C)cc2)s1	20	7	1	-19	0.99	14	-3	8	0.92
Cn1c(=O)c2c(ncn2Cc2ccc(Cl)c(Cl)c2)n(C)c1=O	16	7	-9	3	1.1	12	4	-10	1.1
CC(=O)Nc1ccc(S(=O)(=O)NCCCCNS(=O)(=O)c2ccc(NC(C)=O)cc2)cc1	3	11	1	-3	0.99	-1	8	-2	1
C=CCC1=C/C(=C\c2c(N)n3nc(CC(=O)N4CCOCC4)sc3nc2=O)C=C(OC)C1=O	1	9	27	-1	0.73	21	20	13	0.87
COc1ccc(N2CCN(CC(=O)Nc3cccc(S(=O)(=O)N4CCOCC4)c3)CC2)cc1	5	9	-3	0	1	-9	-7	-3	1
CC(C)(C)c1ccccc1OCCOCCN1CCCCCC1	14	14	3	-15	0.97	-11	0	13	0.87
CCSc1ncc(CO)c(N)n1	-10	-6	-5	-3	1	6	2	-8	1.1
Cc1ccc(NC(=O)CS(=O)CC(=O)NC23CC4CC(CC(C4)C2)C3)cc1 (centres undefined)	-10	16	-8	16	1.1	7	-13	8	0.93
CC(C)(C)[C@H]1COC(=O)[C@H](Cc2ccc(F)cc2)CC/C=C/C[C@@H](CC(=O)N[C@H](CO)Cc2ccccc2)C(=O)N1	8	8	-9	20	1.1	0	-4	-26	1.3
Cc1cccc(NC(=O)c2ccc([N+](=O)[O-])o2)c1C	56*	26	-2	-25	1	62*	-9	5	0.95
CCOC(=O)CC1=C(C(=O)OCC)C(c2cc(OC)c(OC)cc2OC)C(C#N)=C(N)O1 (centres undefined)	15	2	-2	-1	1	23	-7	0	1
O=C(CN1CCN(Cc2ccccc2)CC1)NNC(=O)c1ccccc1	-11	13	-10	2	1.1	-11	-5	-36	1.4
NC(Cc1ccc(OC(F)F)cc1)C(=O)O (centres undefined)	6	2	-3	2	1	18	-5	-19	1.2
O=C(O)C1C2C=CC(O2)C1C(=O)NCc1ccccc1Br (centres undefined)	-6	-5	-2	-5	1	13	-4	3	0.97
O=C(CNc1cccc(S(=O)(=O)N2CCCC2)c1)Nc1cccc(C(F)(F)F)c1	10	-14	-46	-3	1.5	13	-10	3	0.97
C=CCNC(=O)c1cc(=O)c2ccccc2o1	-3	8	2	-11	0.98	-9	-5	6	0.94
c1nnc(NC2=NCCCCC2)s1	2	13	4	-5	0.96	-1	-4	10	0.9
CCOc1ccc(C(N)=O)cc1OC	-6	11	1	4	0.99	8	6	19	0.81
Cc1cc2occ(CC(=O)OCC(=O)Nc3sc4c(c3C#N)CCC(C)C4)c2cc1C (centres undefined)	-16	-6	18	7	0.82	-15	-15	10	0.9
CCOc1ccc(NS(=O)(=O)c2ccc(C(=O)NC3CCN(Cc4ccccc4)CC3)cc2)cc1	-6	9	5	8	0.95	-8	-8	-19	1.2
CNC(=S)Nc1ccc(N2CCN(c3ccc(C(F)(F)F)cn3)CC2)nc1	7	24	9	-14	0.91	15	-2	-2	1
CCOC(=O)c1ccccc1NC(=O)Cn1c(=O)n(Cc2ccccc2)c(=O)c2c(C)c(C)sc21	13	7	10	-1	0.9	11	7	-3	1
Cc1ccc(NC(=O)CCn2cccc2)cc1	8	28	24	0	0.76	11	-15	-4	1
O=C(NC(=S)NCCc1ccccc1)c1ccccc1F	33	-16	5	11	0.95	35	25	-2	1
CCOC(=O)c1cc(-c2ccccc2)sc1NC(=O)CN1C(=O)NC(CC)(c2ccc(F)cc2)C1=O (centres undefined)	29	20	6	19	0.94	12	-9	-22	1.2
Cc1ccc(C)c(SCC(=O)OCC(=O)c2ccco2)c1	2	5	-6	5	1.1	10	-12	2	0.98
CC(C)Oc1ncnc2c1[nH]c1ccccc12	-2	23	0	-20	1	-13	-8	-8	1.1
CC1CCN(c2c(NCC3CCC(C(=O)NCCc4ccc(Cl)cc4)CC3)c(=O)c2=O)CC1 (centres undefined)	8	-1	-19	-11	1.2	10	-6	-10	1.1
COc1ccc(Nc2nccc3c2nnn3C)cc1	-2	17	10	1	0.9	13	-7	-20	1.2
N#CC(Sc1ccccn1)c1ccc(Cl)cc1Cl (centres undefined)	-47	-12	6	9	0.94	-5	15	3	0.97
COc1ccccc1CN1CCN(Cc2cc(OC)c(OC)cc2OC)CC1	1	16	-3	2	1	8	-3	-9	1.1
O=C(CNC(=O)c1ccco1)NCc1ccc2c(c1)OCO2	2	4	2	-3	0.98	5	-1	0	1
CCn1c(SCC(=O)Nc2cc(C)on2)nc2c(c1=O)SC(C)C2 (centres undefined)	-11	1	-6	-21	1.1	-5	-1	-13	1.1
Cc1ccc(CN(Cc2ccco2)C(=O)c2ccco2)cc1	-8	0	-10	14	1.1	24	13	0	1
Cc1ccc(-c2noc(C3CCCN(C(=O)c4cccc(Cl)c4)C3)n2)o1 (centres undefined)	-12	3	4	9	0.96	9	-12	-4	1
COc1ccc(-c2c(-c3ccc(O)cc3O)n[nH]c2C)cc1OC	12	13	14	6	0.86	12	-1	-45	1.5
CCc1nn2c(N)c(/C=C3\C=Nc4ccccc43)c(=O)nc2s1	17&4	11&26	7&0	16&15	0.93&0.99	8&6	2&13	16&6	0.84&0.94
Cc1c(N(C)S(=O)(=O)c2cccc(C(=O)NC(C)C)c2)c(=O)n(-c2ccccc2)n1C	11	-14	14	13	0.85	-6	-5	2	0.98
O=C(COC(=O)CCNS(=O)(=O)c1ccc(Cl)cc1)Nc1ccccc1OC(F)F	13	16	8	6	0.92	22	-4	5	0.95
COc1ccc(C(=O)Nc2cccc(/C(C)=N\NC(=O)c3ccoc3C)c2)cc1OC	8	20	8	6	0.92	5	-15	0	1
Cc1c(CN2CCN(CC(C)C)C(CCO)C2)[nH]c2ccc(Cl)cc12 (centres undefined)	-2	21	0	14	1	3	1	-16	1.2

In the list so far, 9 have a Cl atom.
SMILES	TIM10 inh	NALP3 yeast inh	mIAP inh	Apaf-1 inh	mIAP activ	tim10-1 inh	ATG4B inh	hIAP inh	hIAP act
Cc1nc2ccccc2cc1C(=O)Nc1ccccc1Cl	-5	13	0	-4	1	24	3	-10	1.1
NC(=O)CC(NC(=O)Cc1ccc(Cl)cc1)c1ccc(N2CCN(c3ccccn3)CC2)c([N+](=O)[O-])c1 (centres undefined)	10	13	7	7	0.93	-2	3	7	0.93
C/C(=N\OC(=O)Nc1ccc(Cl)cc1)c1ccc(F)c(F)c1	14	27	-4	23	1	51*	-9	-1	1
Cn1c(=O)c2c(ncn2Cc2ccc(Cl)c(Cl)c2)n(C)c1=O	16	7	-9	3	1.1	12	4	-10	1.1
CC1CCN(c2c(NCC3CCC(C(=O)NCCc4ccc(Cl)cc4)CC3)c(=O)c2=O)CC1 (centres undefined)	8	-1	-19	-11	1.2	10	-6	-10	1.1
N#CC(Sc1ccccn1)c1ccc(Cl)cc1Cl (centres undefined)	-47	-12	6	9	0.94	-5	15	3	0.97
Cc1ccc(-c2noc(C3CCCN(C(=O)c4cccc(Cl)c4)C3)n2)o1 (centres undefined)	-12	3	4	9	0.96	9	-12	-4	1
O=C(COC(=O)CCNS(=O)(=O)c1ccc(Cl)cc1)Nc1ccccc1OC(F)F	13	16	8	6	0.92	22	-4	5	0.95
Cc1c(CN2CCN(CC(C)C)C(CCO)C2)[nH]c2ccc(Cl)cc12 (centres undefined)	-2	21	0	14	1	3	1	-16	1.2
